ALOX15B inhib: qHTS Assay for Inhibitors of 15-hLO-2 (15-human lipoxygenase 2) | purified 15hLO-2, xylenol orange hydroperoxide absorbance | Potency, µM (top dose mostly 57.1 µM), inactives show top-dose activity change, negative = inhibition, actives largely listed as inhibitors | hit rate 0.56% among 110,000 | AID 881, 2007; also: potency is read from the fitted curve at half-maximal effect; nearly all actives have a fitted effect of over 60% in size; many of its hits are not listed in these tables
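Screening format was qHTS against 50 nM purified 15hLO-2 in Hepes pH 7.5 with detergent. Activity follows hydroperoxide formation from 45 uM arachidonic acid, measured as 573:405 nm absorbance ratio of the ferric-xylenol orange complex.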
12-hLO inh: qHTS Assay for Inhibitors of 12-hLO (12-human lipoxygenase); hit rate 0.12% among 150,000; purified 12-hLO, xylenol orange hydroperoxide absorbance; AID 1452, 2008; Potency, µM (highest dose often 57.1 µM), without a hit: at the highest dose activity change, negative = inhibition, hits mostly inhibitors; also: potency is read from the fitted curve at half-maximal effect; nearly all actives have a fitted effect of over 55% in size; many of its hits are not listed in these tables
Target sequence (P18054 whole entry, looked up): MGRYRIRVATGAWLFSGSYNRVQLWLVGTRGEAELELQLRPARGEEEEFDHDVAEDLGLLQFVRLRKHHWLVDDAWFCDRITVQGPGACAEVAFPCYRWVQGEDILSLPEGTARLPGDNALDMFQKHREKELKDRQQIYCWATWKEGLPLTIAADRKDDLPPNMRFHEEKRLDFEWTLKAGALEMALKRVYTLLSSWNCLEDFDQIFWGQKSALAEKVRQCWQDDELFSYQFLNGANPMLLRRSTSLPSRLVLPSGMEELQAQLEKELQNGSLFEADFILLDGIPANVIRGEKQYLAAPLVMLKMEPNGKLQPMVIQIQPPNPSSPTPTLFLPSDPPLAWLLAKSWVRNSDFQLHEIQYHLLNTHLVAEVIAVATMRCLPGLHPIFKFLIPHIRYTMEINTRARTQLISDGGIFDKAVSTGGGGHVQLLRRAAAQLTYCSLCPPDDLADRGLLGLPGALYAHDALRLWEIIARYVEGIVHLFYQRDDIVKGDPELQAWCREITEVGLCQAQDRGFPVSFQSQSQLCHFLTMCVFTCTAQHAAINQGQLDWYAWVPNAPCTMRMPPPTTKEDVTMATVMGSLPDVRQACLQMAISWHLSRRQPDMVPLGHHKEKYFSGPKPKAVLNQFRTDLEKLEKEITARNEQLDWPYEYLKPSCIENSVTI
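Purified human 12hLO (150 nM final) was preincubated with compounds for 15 min at room temperature in 25 mM Hepes pH 7.0, 0.01% Triton X-100, then reacted with 40 uM arachidonic acid for 30 min. Hydroperoxide was detected with ferrous iron/xylenol orange.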
IMPase inh: qHTS Assay for Identifying the Cell-Membrane Permeable IMPase Inhibitors; Inositol monophosphatase 1 (Rattus norvegicus), P97697; CHO-M1 cells, IP1 accumulation, HTRF TR-FRET ratio; inhibition (IP1 accumulation), % at 46.1 µM; 120,000 tested, under 10 active; AID 901, 2007; active = well fitted curve in the direction sought with a large enough effect in the signal ratio, not every such curve was filed as active; inconclusive = small, poorly fitted or top-dose-only effect, or a change in a side signal; inactive = no such curve, though single readings can be large or run the other way; the % refers to the signal ratio;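 also: cells stimulated with carbachol in lithium chloride buffer; plate controls were DMSO basal wells for no effect and reference inhibitor wells for full effect; higher means more IMPase inhibition seen as more IP1 and lower FRET ratio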
Target sequence (P97697 whole entry, looked up): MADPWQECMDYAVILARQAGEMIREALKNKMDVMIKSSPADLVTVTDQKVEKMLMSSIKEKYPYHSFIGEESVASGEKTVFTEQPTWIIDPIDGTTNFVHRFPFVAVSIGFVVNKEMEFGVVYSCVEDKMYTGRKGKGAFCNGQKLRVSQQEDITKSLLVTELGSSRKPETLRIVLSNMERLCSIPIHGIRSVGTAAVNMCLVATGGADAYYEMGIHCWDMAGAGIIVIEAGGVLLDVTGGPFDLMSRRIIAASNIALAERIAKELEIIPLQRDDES
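The IP-One HTRF competitive assay in carbachol-stimulated CHO-M1 cells quantifies cellular IP1. Compounds spanned up to 46 uM final, and activity is expressed as AC50 from concentration-response fits of the ratio and donor data.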
PNC assembly inh: High Content Assay for Compounds that inhibit the Assembly of the Perinucleolar Compartment. PC3M PTB-GFP, PNC prevalence imaging, 16 h; stronger effect = lower value. activity change (PNC), negative = inhibition, % at 10 µM. hit rate 3.1% among 140,000;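 active = readout at or below -70, meaning at least 70% loss of cells showing the perinucleolar compartment, a nuclear body marking cancer cells; inconclusive = readout between -30 and a set limit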;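 also: plate controls were DMSO wells for no effect and camptothecin positive control wells for full effect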
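Compounds are pinned in duplicate onto adhered PC3M cells stably expressing GFP-tagged PTB and incubated 16 h at 37 C. Cells are then fixed, nuclei stained with Hoechst, and PNC-positive cells counted.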
Active calls of the source: *; ? = inconclusive; . = not tested or not shown; [ ] = remark or other dose. Unless noted, calls follow the shape of the dose curve; as a rule, active = well fitted curve in the direction sought with a large enough effect; inconclusive = small, poorly fitted or top-dose-only effect, or another doubt; inactive = no such curve, though single readings can be large; an effect the other way counts as inactive or inconclusive. Unless noted, % is scaled to controls: 0 for no effect and ±100 for the full control effect.

SMILES	ALOX15B inhib	12-hLO inh	IMPase inh	PNC assembly inh
COc1ccc(NC(=O)CC2CCCC2)cc1S(=O)(=O)N1CCCCC1	.	11%	.	-17
CCCCn1c(/N=C/c2ccc(N(C)C)cc2)nc2ccccc21	.	-4%	-1	105
O=C(O)c1nc2cc(Cl)c(Cl)cc2[nH]c1=O	-6%	-7%	.	.
Cc1ccccc1NCc1ccccc1O	-12%	-12%	6	?
CCOC(=O)CC(/C(C)=N\O)c1ccccc1 (configuration not stated)	-3%	0%	2	9
Cc1ccc(/C=N/n2c(C)nnc2C)cc1	2%	2%	0	32
O=C(NCCc1ccc(Cl)cc1)/C(=C/c1cccnc1)NC(=O)c1ccccc1	.	-1%	.	166
COCCNC(=O)c1onc(CSc2cccc(C)c2)c1C(=O)O	1%	2%	2	40
CCCC(=O)Nc1ccc(-c2nc3cc(C)ccc3o2)cc1	-4%	-4%	7	-2
O=C(/C=C/c1ccc(Br)cc1)NC1CCCCCC1	-2%	3%	9	?
CC(NC(=O)C1CCN(c2nnc(-n3cccc3)s2)CC1)C12CC3CC(CC(C3)C1)C2 (configuration not stated)	-9%	-5%	3	-28
Cc1cc(C)nc(-n2nc(C)c(C3(O)C(=O)Nc4ccc(F)cc43)c2N)n1 (configuration not stated)	21%	-9%	1	32
O=C(Nc1ccccc1Oc1ccccc1)C1CC1	4%	2%	4	?
CC(=O)N1CCn2c3ccc(C)cc3c3cccc1c32	.	-4%	15	9
Cc1nc(CC(=O)Nc2nc(C(C)(C)C)cs2)cs1	16%	-7%	5	?
C/C(=N\NC(N)=O)C1(C)CCCCC1	0%	-3%	0	23
CC(=O)NCCc1ccc(S(=O)(=O)NC2OC(=O)c3ccccc32)cc1 (configuration not stated)	-4%	0%	-22	4
CCN1CCN(C2CCN(C(C)=O)CC2)CC1	3%	0%	-1	17
O=C(NCC12CC3CC(C1)CC(CNC(=O)N1CCCC1)(C3)C2)N1CCCC1	4%	-4%	0	16
Cc1ccc2c(c1)N(C(=O)CSc1nncn1C)C(C)(C)c1ssc(=S)c1-2	?	-29%	25	14
Cc1c(C#N)c2ccccc2n1CC(=O)NCC1CCCO1 (configuration not stated)	-1%	-1%	6	-24
COc1cnc(N(C)C)nc1Sc1ccc(Cl)cc1	2%	1%	8	7
CCOc1ccc(-c2nc(C#N)c(NCC3CCCO3)o2)cc1 (configuration not stated)	-1%	-1%	-8	-12
COc1ccccc1-c1nc(C#N)c(N2CCC(C(N)=O)CC2)o1	1%	5%	-8	-13
O=S(=O)(CCSc1nc2ccccc2o1)c1nc2ccccc2s1	-12%	-2%	1	?

Four of the entries above in order of the 12-hLO inh value, rising.
SMILES	ALOX15B inhib	12-hLO inh	IMPase inh	PNC assembly inh
O=C(O)c1nc2cc(Cl)c(Cl)cc2[nH]c1=O	-6%	-7%	.	.
Cc1c(C#N)c2ccccc2n1CC(=O)NCC1CCCO1 (configuration not stated)	-1%	-1%	6	-24
CCOC(=O)CC(/C(C)=N\O)c1ccccc1 (configuration not stated)	-3%	0%	2	9
COCCNC(=O)c1onc(CSc2cccc(C)c2)c1C(=O)O	1%	2%	2	40

(continued)
SMILES	ALOX15B inhib	12-hLO inh	IMPase inh	PNC assembly inh
O=C1C(=O)N(CCCN2CCOCC2)C(c2cccs2)/C1=C(/O)c1ccc2c(c1)OCO2 (configuration not stated)	.	-5%	-6[1.84 µM]	34
Cc1c(NCc2cc(Cl)ccc2O)c(=O)n(-c2ccccc2)n1C	-3%	-8%	2	?
COC(=O)c1ccccc1NC(=O)C1CC(=O)N(c2ccc(F)cc2)C1 (configuration not stated)	2%	2%	0	41
Cc1ccc(C(=O)O)cc1S(=O)(=O)N1CCC(C(=O)O)CC1	-3%	6%	12	24
CNc1oc(-c2ccccc2)nc1C#N	-2%	-5%	8	?
CC(=O)Nc1ccc(S(=O)(=O)N2CCCN(S(=O)(=O)c3ccc(C)cc3)CC2)cc1	3%	-9%	-19	5
COc1ccc2[nH]c(=O)c(CN(C(=O)c3cccnc3)c3ccccc3OC)cc2c1	-1%	0%	-10	?
CCOC(=O)C1CCN(C(=O)Cc2c(C(=O)O)n(CC)c3ccccc23)CC1	-12%	3%	-9	?
NS(=O)(=O)c1ccc(CCNC(=O)CN2CCN(c3cccc(Cl)c3)CC2)cc1	.	2%	.	-22
N#Cc1ccsc1NC(=O)CN1CCN(c2ccccn2)CC1	4%	-6%	-1	14
CCc1ccc(C(C(=O)NC2CCCC2)N(C(=O)/C=C/C(=O)Nc2cc(C)on2)c2ccccc2C)cc1 (configuration not stated)	.	-1%	.	-18
CCOC(=O)C1=C(C)OC(N)=C(C#N)C1c1ccc(O)c(OC)c1 (configuration not stated)	-1%	-5%	8	16
Cc1ccc(-c2nc3ccccc3s2)cc1NC(=S)NC(=O)c1cccc2ccccc12	.	-1%	.	?
O=C(Nc1ccccc1F)c1ccco1	.	-3%	4	-8
CCCn1nc(C(=O)OCC(=O)Nc2ncc(Cl)c(C)c2Cl)c2ccccc2c1=O	.	-2%	6	-113*
CN(C)CCOC(=O)COc1ccc(Cl)cc1	-1%	0%	-2[20.6 µM]	.
CCOc1ccc(NC(=S)N(CCCN2CCOCC2)Cc2cn(C)c3ccccc23)cc1	.	-5%	.	?
CC(C)Cc1nnc(NC(=O)c2cc(-c3ccccc3)nc3ccccc23)s1	27%	-3%	-4	58
CCc1cc(=O)oc2cc(C)cc(OC(C)C(=O)O)c12 (configuration not stated)	5%	8%	-6	-18
Cc1cccc(C)c1Nc1nnc(SCC(=O)NCc2cccs2)s1	.	-1%	.	-1
Cc1ccc(-c2noc(CCC(=O)NCC3CCCO3)n2)cc1 (configuration not stated)	3%	-2%	-1	4
O=C(c1cccc(C(F)(F)F)c1)N1CCC(O)(CS(=O)(=O)Cc2ccccc2)CC1	10%	-2%	1	5
COc1ccccc1OCc1ccc(C(=O)N2CCOCC2)o1	.	2%	.	3
CCOC(=O)c1ccc(N/C=C2\CCCCC2=O)cc1	-1%	-7%	10	6
CCc1cc2c(SCC(=O)O)ncnc2s1	4%	6%	-15	-19

Continued, starting with the last 4 of the part before.
SMILES	ALOX15B inhib	12-hLO inh	IMPase inh	PNC assembly inh
O=C(c1cccc(C(F)(F)F)c1)N1CCC(O)(CS(=O)(=O)Cc2ccccc2)CC1	10%	-2%	1	5
COc1ccccc1OCc1ccc(C(=O)N2CCOCC2)o1	.	2%	.	3
CCOC(=O)c1ccc(N/C=C2\CCCCC2=O)cc1	-1%	-7%	10	6
CCc1cc2c(SCC(=O)O)ncnc2s1	4%	6%	-15	-19
CCOC(=O)C1=C(C)N=c2s/c(=C\C(=O)OC)c(=O)n2C1c1ccc(OC)cc1 (configuration not stated)	-21%	-17%	0	1
CCOc1ccc2nc(SCC(=O)NCc3ccc4c(c3)OCO4)[nH]c2c1	6%	5%	1	15
Cc1cccc(-n2c(CNC(=O)c3ccccc3)nnc2SCC(=O)Nc2nccs2)c1	-2%	-1%	11	43
O=C(CSc1nnc(-c2n[nH]c3ccccc23)n1-c1ccccc1)Nc1ccccc1Cl	.	-3%	.	-18
CCN(CC)c1ccc(/C=C2\CCC(/C=C(\C#N)C(=O)Nc3ccccc3F)=C2N2CCOCC2)cc1	.	-2%	6	48
COCCOCCn1cnc2ccccc21	-4%	11%	8	46
Cc1nc2nc(-c3ccco3)[nH]n2c(=O)c1Cc1ccccc1	12%[2.29 µM]	7%	1	1
Cc1cccc(Nc2cc(=O)[nH]c(=O)[nH]2)c1	.	6%	.	-12
CCCCc1nnc(SCCSc2nnc(CCCC)n2N)n1N	-4%	4%	2	8
CCn1c(=O)n(-c2ccc(Cl)cc2)c(=O)c2c3c(sc21)COC(C)(C)C3	-4%	1%	4	46
Cn1c(=O)c2c(nc(NCCNC(=O)c3ccco3)n2Cc2ccc(Cl)cc2Cl)n(C)c1=O	-8%	-8%	?	14
O=C(O)c1ccccc1Cl	1%	-6%	.	.
CC(OC(=O)CN1C(=O)NC(C)(C)C1=O)C(=O)c1ccccc1 (configuration not stated)	-2%	11%	5	?
O=C(CSc1nnc(Cc2ccccc2)n1-c1ccccc1)NNC(=O)Cc1ccccc1	1%	0%	5	17
COc1ccc(F)cc1S(=O)(=O)N1CC(C)CC(C)C1 (configuration not stated)	-4%	-4%	7	-8
COc1ccc(-c2c(O)c(C#N)c(-c3ccccc3)n(-c3ccc(OC)cc3)c2=O)cc1	.	-3%	.	-21
O=C(Cn1c(=O)n(Cc2ccco2)c(=O)c2ccccc21)NCC1CCCO1 (configuration not stated)	4%	3%	?	-13
Cc1cc(C)n(CCc2nc(-c3ccco3)cs2)n1	?	-8%	5	42
O=C(Cn1cccc1)Nc1ccc(OC(F)(F)F)cc1	-4%	0%	2	-13
O=C1CC(c2cccs2)Cc2nc(NCC3CCCO3)ncc21 (configuration not stated)	7%	-4%	-12	?
O=C(Nc1ccc(-c2nc3cc(Cl)ccc3o2)cc1)C1CCCO1 (configuration not stated)	.	-4%	4	-5
O=C(NCc1ccc(Cl)cc1)c1ccc(OCC2CCCO2)cc1 (configuration not stated)	.	-2%	.	?
COc1nc(OC)nc(Oc2ccc(Cl)cc2[N+](=O)[O-])n1	.	-2%	.	3
CC(=O)Nc1ccc(S(=O)(=O)N2CCCN(S(=O)(=O)c3ccc(NC(C)=O)cc3)CC2)cc1	1%	6%	-2	?
CCC1=NC(c2ccc(OC)cc2)N(O)C1(C)C (configuration not stated)	-7%	4%	-2	41
New compounds follow
SMILES	ALOX15B inhib	12-hLO inh	IMPase inh	PNC assembly inh
C=CCn1c(SCC(=O)NC2CCCc3ccccc32)nnc1-c1ccncc1 (configuration not stated)	.	-3%	.	-21
O=C(c1ccc2c(c1)OCO2)N1CCN(c2ccccn2)CC1	.	-2%	.	-11
COc1cc(C(=O)NCCC(=O)NCCCN2CCCCC2C)cc(OC)c1OC (configuration not stated)	-1%	-1%	0	14
Cc1ccc(NC(=O)CCC(=O)OCC(=O)c2ccc(Oc3ccc([N+](=O)[O-])cc3)cc2)c(C)c1	-15%	3%	3	-24
O=C(NCCCN1CCN(Cc2ccccc2)CC1)c1nnc(Cc2c(F)cccc2Cl)o1	3%	-3%	-1	?
CCC(=O)Nc1nc(=S)ss1	-28%	3%	8	?
O=C(CN(Cc1cccs1)C(=O)CSc1nnc(COc2ccccc2)o1)NC1CCCCC1	.	1%	-4	432
CCN(CC)C(=S)SCC(=O)c1ccc(F)cc1	-2%	-2%	-6	93
O=C(COc1ccccc1F)NNC(=O)c1ccc(N2CCCCC2)c([N+](=O)[O-])c1	.	-2%	.	-26
CCc1cccc(CC)c1NC(=O)COC(=O)CC1c2ccccc2CCN1S(=O)(=O)c1ccccc1 (configuration not stated)	.	-4%	7	-14
CC(OC(=O)CN(C)S(=O)(=O)c1ccc(Cl)cc1)C(=O)Nc1ncc(Cl)cc1Cl (configuration not stated)	-1%	-11%	2	-7
CCOC(=O)c1ccc(N2C(=O)c3n[nH]c(C)c3C2c2ccc(OC)cc2OC)cc1 (configuration not stated)	.	0%	13	-119*
CCC(C)Cn1c(S(=O)(=O)O)nc2ccccc21 (configuration not stated)	.	6%	-6[0.369 µM]	-11
COC(=O)C1=CNC=C(C(=O)OC)C1c1ccc(Cl)cc1	-1%	-7%	4	-3
O=C(CN1C(=O)c2ccccc2C1=O)N1CCN(c2nnc(-c3ccccc3)c3ccccc23)CC1	-2%	3%	-7	29
CCOC(=O)C(C(=O)Nc1nc2ccccc2s1)C1CCCCC1 (configuration not stated)	8%	-6%	9	50
O=C(c1ccco1)N1CCN(c2ncnc3c(-c4ccccc4)nsc23)CC1	5%	-3%	1	5
COc1ccc(OC2C(=O)N(Cc3ccc(F)cc3)C2c2cc(OC)c(OC)c(OC)c2)cc1 (configuration not stated)	.	3%	5	15

High-throughput results from PubChem.

Not all compounds are listed; the hit share may differ from the screen's.
